# GPR55 antagonists = GPR55 antagonists blocking LPI-driven arrestin recruitment, primary screen, imaging, U2OS, beta-arrestin-GFP, LPI agonist (AID 2013). one-dose inhibition, % at 10 µM; IC50 in µM for titrated hits. U2OS GPR55 beta-arrestin-GFP translocation imaging, LPI antagonism; higher % means a stronger effect. hit rate 0.13% among 290,000;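 active = spots per cell inhibited over 60%, with over 100 cells counted and total cytoplasm intensity under 500,000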;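 note: U2OS cells stably carrying GPR55 and arrestin-GFP stimulated by 5 µM LPI near EC80; imaged beta-arrestin-GFP aggregate spots per cell after agonist stimulation; plate controls were LPI-stimulated DMSO wells for no effect and DMSO wells without LPI for full effect; some results filed as inactive read as strong as hits; confirmed hits need IC50 under 10 µM and bright autofluorescent wells are also inconclusive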
# NOD1 inhibition = NOD1 signaling inhibitors, primary screen, cell-based, luminescence, uHTS (AID 1578); NOD1-driven NF-kB luciferase reporter cells, luminescence; higher % means a stronger effect; hit rate 1% among 290,000; one-dose inhibition, % at 4 µM; EC50 in µM for titrated hits; in the data active = inhibition mostly above about 36%, no sharp cut-off; inactive = mostly below about 34%;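 note: HEK-293T reporter cells stimulated with the NOD1 agonist gamma-tri-DAP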
# HEK293 NOD2/NF-kB = inhibition of NOD2-driven NF-kB reporter – cell-based, luminescence, uHTS, HEK293 (AID 1566); HEK293 NOD2/NF-kB luciferase reporter, luminescence; higher % means a stronger effect; inhibition, % at 4 µM; hits with a dose series show EC50 in µM; hit rate 0.63% among 290,000; note: many of its hits are not listed in these tables
# T cell HTS = T cell immune modulators affecting CD8 T cell-vesicle binding. 2C CD8+ T cell-vesicle binding, flow cytometry; hits give low values. calls only at 7 µM. hit rate 0.068% among 330,000;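 active = response, share of CD8 T cells binding vesicles, and their 90th percentile fluorescence all below set limits, cut at about 80% in these data, passing the limit was not always enough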
#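 Material: 2C TCR transgenic mouse naive CD8+ T cells, MACS-purified. Also added: QL9-charged Drosophila Ld/ICAM-1/B7-1 vesicles. Timing: binding 1.5 h at 37 °C. Measured by: high-throughput flow cytometry with anti-B7-1 and anti-CD8 staining. Read-out: percent CD8+ FL2 mean versus row control. Controls: Unloaded micro-vesicles (low), QL9 vesicles with 0.7% DMSO (high).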
# NTR1 agonist = agonists of NTR1, primary screen, imaging, U2OS cells, beta-arrestin-GFP, high content (AID 493036); P30989; activation, % at 20 µM; hit rate 0.17% among 330,000; NTR1-U2OS beta-arrestin-GFP spot imaging, agonist mode;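 active = activation at or above 40% of the spot to cytoplasm intensity ratio, with at least 20 cells analyzed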;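 note: 0% = DMSO without peptide and 100% = 100 nM NTR1 peptide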
# Target sequence (P30989 whole entry, looked up): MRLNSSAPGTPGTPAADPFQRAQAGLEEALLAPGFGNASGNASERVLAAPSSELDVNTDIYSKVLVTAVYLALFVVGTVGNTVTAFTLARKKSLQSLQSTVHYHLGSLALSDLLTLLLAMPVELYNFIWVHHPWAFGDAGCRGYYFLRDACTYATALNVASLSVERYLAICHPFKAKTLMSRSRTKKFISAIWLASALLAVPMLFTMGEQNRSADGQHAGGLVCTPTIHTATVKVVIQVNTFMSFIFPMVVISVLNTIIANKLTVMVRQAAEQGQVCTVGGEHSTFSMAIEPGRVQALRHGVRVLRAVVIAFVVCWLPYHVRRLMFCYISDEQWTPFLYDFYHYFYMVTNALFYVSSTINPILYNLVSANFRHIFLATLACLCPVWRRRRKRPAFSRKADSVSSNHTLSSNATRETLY
# KOR beta-arrestin-1 = kappa opioid receptor activators – cell-based, luminescence, uHTS, primary screen (AID 1777) | one-dose activation, % at 10 µM; EC50 in µM for titrated hits | hit rate 0.02% among 280,000 | KOR beta-arrestin recruitment, luminescence; higher % means a stronger effect; in the data active = activation above about 50%, passing the limit was not always enough; note: a part of the inactive calls stands beside numbers as strong as those of hits
# KOR beta-arrestin-2 = KOR antagonists, beta-arrestin recruitment, cell-based, luminescence, uHTS (AID 1778); KOR beta-arrestin recruitment, luminescence, antagonist mode; higher % means a stronger effect; inhibition, % at 10 µM; hits with a dose series show IC50 in µM; hit rate 0.091% among 290,000; note: strong numbers were not always called active
# GPR55 beta-arrestin = selective activators of receptor GPR55 – imaging, U2OS cells, beta-arrestin-GFP redistribution, primary screen (AID 1961); hit rate 0.048% among 290,000; one-dose activation, % at 10 µM; EC50 in µM for titrated hits; U2OS GPR55 beta-arrestin-GFP redistribution imaging; higher % means a stronger effect;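 active = activation above 40% with more than 50 cells counted in the well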;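 note: U2OS osteosarcoma cells stably expressing GPR55 and beta-arrestin-GFP; plate controls were DMSO negative control for no effect and LPI positive control for full effect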
# Myeloid diff 2 = promotes myeloid progenitor differentiation; ER-HoxA9 myeloid progenitors, lysozyme-GFP differentiation, flow cytometry; calls only at 10 µM; hit rate 1% among 360,000; AID 624256;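 active = normalized GFP-positive differentiation at or above the plate's own cutoff, the solvent-only control mean plus 3 SD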;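 note: cells exposed to compound for four days before flow analysis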
# T cell HTS vesicle-bound % = further read-out of T cell HTS, marked with its call; double positive events, %; measured here: CD8+ vesicle-bound cell fraction;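 binding gate set so that unloaded-vesicle control wells show 10% double positive cells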
# NTR1 agonist cell count 20 µM = further read-out of NTR1 agonist, marked with its call; cell count; measured here: cell count, cytotoxicity flag
# Myeloid diff 2 GFP+ MAC1+ % = also measured in Myeloid diff 2; calls as there; GFP+ MAC1+ double positive, %; measured here: differentiation confirmed by MAC1 staining
# * marks the source's active call; other numbers are inactive results; i = inactive; x = no result given; [ ] = another dose, or the depositor's remark. Cut-off read from the data, not from the text of the source, unless noted: active = inhibition above about 50%; inactive = the rest.
# Values in the order: GPR55 antagonists, NOD1 inhibition, HEK293 NOD2/NF-kB, T cell HTS, T cell HTS vesicle-bound %, NTR1 agonist, NTR1 agonist cell count 20 µM, KOR beta-arrestin-1, KOR beta-arrestin-2, GPR55 beta-arrestin, Myeloid diff 2, Myeloid diff 2 GFP+ MAC1+ %
Cc1ccc(S(=O)(=O)N2CCCC(C(=O)N3CCC4(CC3)OCCO4)C2)cc1 (stereo not given)
 : 12.8%, 4.4%, 11.4%, i, 1.7, -0.1, 61, 5.8%, -20.6%, -0.2%, i, 7.0
NC1CCCCC1N=Cc1c(O)n(Cc2ccc(F)cc2)c(=O)[nH]c1=O (stereo not given)
 : -2.4%, -10.9%, 8.6%, i, 11.0, 0.8, 38, -0.2%, -13.4%, -0.2%, i, 0.8
Cc1c(C=C2C(=O)NC(=O)NC2=O)c(=O)n(-c2ccccc2)n1C
 : 11.3%, -36.0%, 12.9%, i, 54.9, 0.3, 59, -2.5%, -12.6%, 0.7%, i, 1.2
Cc1nn(-c2ccccc2)c2nc(C(Cl)(Cl)Cl)[nH]c(=O)c12
 : 54.1%, 12.4µM*, 10.5µM*, i, 30.9, 5.7, 58, 3.4%, 10.5%, 0.2%, i, 0.5
COc1ccc(C2NCc3ccccc3-n3cccc32)cc1 (stereo not given)
 : 7.8%, -20.6%, -0.7%, i, 30.4, -0.4, 85, -13.1%, -16.3%, -0.2%, i, 2.2
CCCCn1c(O)c(C(C)=Nc2ccc3c(c2)CCC3)c(=O)[nH]c1=O
 : -0.4%, 8.4%, 13.0%, i, 17.7, 6.2, 51, 2.8%, 8.4%, 0.0%, i, 0.5
CCCCn1c(O)c(/C=N/N2CCCCC2c2cccnc2)c(=O)[nH]c1=S (stereo not given)
 : -4.8%, 41.7%, -5.7%, i, 47.5, -1.1, 96, 0.0%, -17.5%, 1.2%, i, 0.7
C[n+]1c(-c2ccccc2)cc(CCCCc2cc(-c3ccccc3)[n+](C)c(-c3ccccc3)c2)cc1-c1ccccc1
 : 5.0%, -31.7%, -1.0%, i, 58.7, -1.7, 42, 2.6%, 2.1%, 0.1%, i, 0.8
O=C(CCCOc1ccc(Cl)cc1Cl)N1CCC2(CC1)OCCO2
 : -4.1%, -34.6%, -26.7%, i, 11.6, 0.6, 87, 11.0%, 2.6%, 0.0%, i, 6.8
CNC(=S)N1CCn2cccc2C1c1cccnc1 (stereo not given)
 : 6.5%, -18.0%, 20.4%, i, 31.8, 0.3, 63, -7.5%, -18.0%, 0.5%, i, 0.8
COc1ccc(NP(=O)(Oc2cccc(C)c2)Oc2cccc(C)c2)cc1OC
 : -5.7%, -1.4%, 0.9%, i, 55.1, 3.2, 47, x, -24.0%, -0.3%, i, 2.0
CCCCOC(=O)COc1cc(C)cc2oc(=O)c3c(c12)CCC3
 : 8.4%, -63.9%, -4.3%, i, 18.3, 0.6, 92, 4.5%, -45.1%, 0.0%, i, 1.5
Cc1nn(Cc2ccccc2Cl)c(C)c1C(=O)NC1CCCc2ccccc21 (stereo not given)
 : 1.8%, 5.9%, 20.5%, i, 8.1, 1.7, 72, 2.0%, 33.4%, -0.2%, i, 0.1
O=C(N/N=C/c1c(O)n(-c2ccccc2)c(=O)[nH]c1=O)c1ccncc1
 : 5.1%, -12.7%, 5.3%, i, 4.0, -1.0, 85, -4.8%, -4.6%, 0.1%, i, 0.3
CC(=O)N1N=C2C3CCN(CC3)C2C1c1ccc(F)cc1 (stereo not given)
 : 15.8%, 1.6%, 12.4%, i, 53.3, -2.0, 55, x, -4.2%[20 µM], 0.5%, i, 1.0
COCCNC(=O)c1c(NC(=O)c2ccco2)n(Cc2ccccc2)c2nc3ccccc3nc12
 : 71.2%, 5.9%, 10.4%, i, 10.2, -0.5, 34, -0.8%, 27.0%, -0.1%, i, 0.5
O=P(Oc1ccccc1)(Oc1ccccc1)c1ccccc1
 : 3.4%, -0.8%, 2.0%, i, 27.6, -0.2, 59, 4.4%, 2.7%, 1.4%, i, 0.9
O=C(O)C1C2CCC(O2)C1C(=O)Nc1ccc(Cl)cc1 (stereo not given)
 : 5.7%, -24.2%, 0.5%, i, 31.6, 0.3, 49, -2.5%, -43.9%[20 µM], -0.1%, i, 0.3
NC(=O)CN1CCCC1=O
 : -3.5%, -17.0%, 4.7%, i, 47.4, 0.3, 58, 1.3%, -40.3%, -0.1%, i, 2.7
O=C(c1cccn2c(=O)c3cc(Cl)ccc3nc12)N1CCC2(CC1)OCCO2
 : -7.0%, -12.7%, 10.8%, i, 11.8, 0.3, 71, 7.5%, -46.8%, -0.1%, i, 4.7
CON(C)C(=O)Nc1ccc(Cl)cc1
 : 4.9%, -34.6%, 10.0%, i, 29.5, 0.3, 75, -3.9%, 3.4%, -0.1%, i, 0.6
CCn1cc(C=C2C(=O)N(C)C(=O)N(C)C2=O)c2ccccc21
 : 4.9%, 53.1%, 9.9%, i, 15.3, -1.2, 58, 7.1%, -31.6%[20 µM], -0.2%, i, 0.7
COc1cc(CN2CCN(C(=O)Cc3ccccc3)CC2)cc(OC)c1OC
 : 4.8%, 7.8%, 4.9%, i, 64.2, -0.3, 46, 1.9%, -19.8%[20 µM], 0.4%, i, 0.4
O=C1/C(=C\c2ccc(Cl)cc2Cl)N2CCC1CC2
 : 11.5%, 6.7%, 4.3%, i, 24.0, 2.8, 51, 0.0%, -1.9%, 1.5%, i, 0.2
O=C1NC(=S)N(c2ccc(F)cc2)C(=O)/C1=C/c1ccco1
 : 8.3%, -27.8%, 3.0%, i, 48.9, -1.0, 60, -5.5%, -13.0%[20 µM], 0.6%, x, x
O=c1c2cc(Br)ccc2[nH]c(=S)n1-c1ccccc1
 : -2.2%, 5.4%, 6.0%, i, 41.4, 0.0, 51, -1.1%, -21.1%, 0.2%, i, 0.3
COc1cc(O)cc2c1C(=O)OC(C)CCCC(=O)CCC/C=C\2 (stereo not given)
 : 1.7%, 7.8%, 1.8%, i, 18.8, 4.2, 48, -2.2%, -43.1%, 0.6%, i, 3.2
CN(CCc1ccccc1)Cc1c[nH]c2ccccc12
 : 6.6%, 31.6%, 29.4%, i, 62.5, 2.7, 60, -2.8%, 15.9%[20 µM], 0.3%, x, x
O=C(O)C1CSC(c2cccnc2)N1 (stereo not given)
 : 3.8%, -10.5%, 3.6%, i, 55.2, 1.3, 56, 17.3%, 6.4%, -0.2%, i, 0.5
CCCNc1nc(OC)nc(N2CC3CC(C2)c2cccc(=O)n2C3)n1 (stereo not given)
 : 6.9%, -47.3%, 3.0%, i, 40.7, 0.4, 68, -4.3%, 11.5%, 0.0%, i, 0.2
CC(C)(C)NC(=O)NC(=O)CN1CC=C(c2ccccc2)CC1
 : 5.9%, -18.3%, 8.3%, i, 55.8, 0.7, 40, 3.7%, -8.3%, 0.6%, i, 0.2
O=c1[nH]c2ccccc2c(=O)n1-c1ccc(Cl)cc1Cl
 : 11.9%, -28.5%, 11.5%, i, 60.9, 3.1, 44, 4.0%, -2.0%, -0.2%, i, 0.5
COCCCNC(=O)c1c(N)n(Cc2ccco2)c2nc3ccccc3nc12
 : -0.9%, -11.8%, 3.3%, i, 39.7, 0.2, 52, 2.4%, -6.3%, -0.2%, i, 0.5
CCOP(=O)(OCC)C(O)c1cccnc1 (stereo not given)
 : -2.3%, -7.7%, -0.5%, i, 16.6, -0.7, 55, 2.1%, -22.3%, -0.3%, i, 1.0
O=C(Nc1ccc2ccccc2c1)N1C[C@H]2C[C@@H](C1)c1cccc(=O)n1C2
 : 14.4%, -1.6%, 13.1%, i, 42.0, -0.3, 53, -1.3%, 4.8%, -0.1%, i, 0.4
FC(F)(F)c1ccccc1CCN1CCNCC1
 : 0.9%, -6.3%, 9.9%, i, 18.5, -1.2, 93, 0.0%, 5.3%, -0.1%, i, 0.5

# Copied from the list.
# Value for O=C(Nc1ccc2ccccc2c1)N1C[C@H]2C[C@@H](C1)c1cccc(=O)n1C2 in GPR55 antagonists: 14.4%
# Value for CNC(=S)N1CCn2cccc2C1c1cccnc1 (stereo not given) in HEK293 NOD2/NF-kB: 20.4%
# Value for O=c1c2cc(Br)ccc2[nH]c(=S)n1-c1ccccc1 in GPR55 antagonists: -2.2%

# Record cards, from the list above.
# Entry for COCCCNC(=O)c1c(N)n(Cc2ccco2)c2nc3ccccc3nc12 = GPR55 antagonists = -0.9%; NOD1 inhibition = -11.8%; HEK293 NOD2/NF-kB = 3.3%; T cell HTS = i; T cell HTS vesicle-bound % = 39.7; NTR1 agonist = 0.2; NTR1 agonist cell count 20 µM = 52; KOR beta-arrestin-1 = 2.4%; KOR beta-arrestin-2 = -6.3%; GPR55 beta-arrestin = -0.2%; Myeloid diff 2 = i; Myeloid diff 2 GFP+ MAC1+ % = 0.5
# Entry for FC(F)(F)c1ccccc1CCN1CCNCC1 = GPR55 antagonists = 0.9%; NOD1 inhibition = -6.3%; HEK293 NOD2/NF-kB = 9.9%; T cell HTS = i; T cell HTS vesicle-bound % = 18.5; NTR1 agonist = -1.2; NTR1 agonist cell count 20 µM = 93; KOR beta-arrestin-1 = 0.0%; KOR beta-arrestin-2 = 5.3%; GPR55 beta-arrestin = -0.1%; Myeloid diff 2 = i; Myeloid diff 2 GFP+ MAC1+ % = 0.5

# Screening results: PubChem, several laboratories

# Only part of the results is shown, so the mix of outcomes need not match the whole.
